Screens: PubChem BioAssay, National Center for Advancing Translational Sciences (NCATS)
Shiga toxin inh – blocks Shiga toxin action in Vero cells; 290,000 compounds, 9.2% hits; inhibition, % at 38.7 µM; AID 2315; Vero cells, Shiga toxin protein synthesis inhibition reporter; in the data active = inhibition mostly above about 28%, no sharp cut-off; inactive = mostly below about 43%; note: 0% is about no effect
LmPK inhibitor – inhibitors of Leishmania mexicana pyruvate kinase; Q27686; purified LmPK, Kinase-Glo ATP luminescence, 1 h; Potency, µM (series often up to 57.5 µM), for the others: top-dose activity change, negative = inhibition, actives largely listed as inhibitors; 290,000 compounds, 0.37% hits; AID 1721; note: potency is the fitted concentration of half-maximal effect; % is set by controls: 0 for no effect and ±100 for the full control effect
Target sequence (Q27686 whole entry, looked up): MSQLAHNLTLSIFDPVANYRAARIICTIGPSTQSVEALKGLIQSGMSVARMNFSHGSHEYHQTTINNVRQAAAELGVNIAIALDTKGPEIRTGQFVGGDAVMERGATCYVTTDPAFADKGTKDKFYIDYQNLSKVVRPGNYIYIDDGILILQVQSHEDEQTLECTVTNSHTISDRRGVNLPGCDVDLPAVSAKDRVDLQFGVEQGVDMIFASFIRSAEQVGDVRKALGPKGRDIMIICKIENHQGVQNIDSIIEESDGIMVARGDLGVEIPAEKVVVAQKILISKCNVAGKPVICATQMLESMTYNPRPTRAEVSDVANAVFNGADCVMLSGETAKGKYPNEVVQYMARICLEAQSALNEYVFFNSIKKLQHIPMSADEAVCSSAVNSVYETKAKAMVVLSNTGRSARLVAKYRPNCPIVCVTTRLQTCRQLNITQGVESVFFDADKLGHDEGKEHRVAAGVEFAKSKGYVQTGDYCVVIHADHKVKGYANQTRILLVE
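qHTS format; LmPK 0.1 nM; substrates PEP 0.5 mM and ADP 0.1 mM. One-hour room-temperature incubation, then coupled luciferase luminescence; 0.5 nM enzyme wells mark activation.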
Pf growth 48h – inhibits P. falciparum growth in the first generation, 48 h; Potency, µM (highest dose often 28.7 µM), without a hit: at the top dose activity change, negative = inhibition, most hits filed as inhibitors; P. falciparum luciferase growth in erythrocytes, 48 h; 310,000 compounds, 5.9% hits; AID 504832; note: potency is the fitted concentration of half-maximal effect; % is set by controls: 0 for no effect and ±100 for the full control effect
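Luminescence readout; reporter = integrated firefly luciferase in P. falciparum. RBC culture at 2% hematocrit, 0.1% parasitemia final, 37 C/5% CO2; decreased signal taken as growth inhibition.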
Pf growth 96h – P. falciparum growth inhibition at 96 hour, primary screen for plastid delayed-death inhibitors; P. falciparum luciferase reporter growth, 96 h; Potency, µM (top dose mostly 28.7 µM), for the others: top-dose activity change, negative = inhibition, most hits filed as inhibitors; 320,000 compounds, 6.9% hits; AID 504834; note: potency is the fitted concentration of half-maximal effect; % is set by controls: 0 for no effect and ±100 for the full control effect
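Two-generation exposure (96 h) targets delayed-death phenotype. Reporter parasites carrying integrated firefly luciferase, in red cells at 2% hematocrit and 0.05% parasitemia final, kept at 37 C, 5% CO2; luminescence loss indicates inhibition.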
TbPYK inhibitor – inhibitors of Trypanosoma brucei pyruvate kinase | TbPYK enzyme, Kinase-Glo Plus ATP luminescence, 45 min | Potency, µM (top dose mostly 76.8 µM), for inactives: top-dose activity, negative = inhibition, hits mostly inhibitors | Q57TT1 | 410,000 compounds, 0.12% hits; note: potency is the fitted concentration of half-maximal effect; % is set by controls: 0 for no effect and ±100 for the full control effect; nearly all actives have a fitted effect of over 50% in size
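TbPYK + substrate in 50 mM TEA pH 7.2, 100 mM KCl, 10 mM MgCl2, 0.05% BSA, 0.01% Tween-20; cpd pinned; ADP 130 uM final; 45 min RT; Kinase-Glo Plus 10 min; luminescence endpoint.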
HCV inh – inhibitors of hepatitis C virus infection. AID 651820. 340,000 compounds, 3.4% hits. Huh7.5.1 HCVcc-Cre infection, luciferase reporter, 44 h. Potency, µM (doses to about 41.8 µM), without a hit: at the highest dose activity change, negative = inhibition, usual class: inhibitors; note: potency is the fitted concentration of half-maximal effect; % is set by controls: 0 for no effect and ±100 for the full control effect
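Antiviral activity was scored by luciferase reporter output from cells infected with HCVcc-Cre (~0.5 moi) in presence of compound, 44 h infection period, cells seeded 1,000/well 4 h prior.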
CHX counter – counter-screen hit for Shiga toxin inhibitors, cycloheximide; cell reporter, cycloheximide protein synthesis inhibition counterscreen; max response, %; 300,000 compounds, 12% hits; AID 2314; in the data active = max response mostly above about 13%, no sharp cut-off; inactive = mostly below about 14%; note: read at 38.3 µM for the half of the compounds with a filed dose; 0% is about no effect
The depositor's hits bear a star; i = inactive; ? = inconclusive; · = no result given; [ ] = dose if it differs, or a comment. Unless noted, calls come from the whole dose curve; as a rule, active = well fitted curve in the direction sought with a large enough effect; inconclusive = small, poorly fitted or top-dose-only effect, or another doubt; inactive = no such curve, though single readings can be large; an effect the other way counts as inactive or inconclusive.

molecule | Shiga toxin inh | LmPK inhibitor | Pf growth 48h | Pf growth 96h | TbPYK inhibitor | HCV inh | CHX counter
Nc1c(C(=O)Nc2ccccc2)sc2ncc([N+](=O)[O-])cc12 | 6.6 | 8.0% | 16.4% | 32.3%[activator] | -2.7% | -1.8% | 11.9
O=C(O)CCN1C(=O)/C(=C\c2ccncc2)SC1=S | 13.6 | 4.6% | ? | -18.1% | -8.3% | 5.4% | -6.7
CCCC(C(=O)NC(C)(C)CC)N(CC1CCCO1)C(=O)CNS(=O)(=O)c1ccc(F)cc1 (stereo unspecified) | 14.1 | 4.2% | ? | -19.2% | -0.6% | 11.6% | 7.3
Cc1cc(N/N=C/c2ccc(Cl)cc2Cl)nc(NCc2ccccc2)n1 | -7.7 | 2.6% | 0.329µM* | ? | -11.7% | ? | -1.9
CCCn1nnnc1NC(=O)c1cc(Br)ccc1OC | -6.8 | -0.3% | 12.4% | 43.0%[activator] | -1.4% | 4.7% | -1.8
O=S(=O)(/N=C/c1ccccc1O)c1cccs1 | 12.0 | -9.0% | 0.0% | 7.8% | -0.2% | 16.1% | -3.0
COc1ccc(NC(=O)C2CCCN(c3c4c(nc5ncnn35)CCC4)C2)cc1OC (stereo unspecified) | 2.6 | -0.3% | -18.8% | 19.3% | -0.9% | -22.1% | 19.7
CCc1ccc(NC(=O)Nc2ccncc2)cc1 | 58.2* | -0.6% | 13.1µM* | ? | -0.7% | -7.1% | 28.8*
CCN1CCN(C(=S)Nc2ccc(C(C)=O)cc2)CC1 | 9.6 | 2.5% | 16.3% | -8.3% | -2.9% | 11.6% | -2.6
COc1ccc(C(=O)COC(=O)C2CC3CCCC(C2)C3=O)cc1Br (stereo unspecified) | · | · | ? | 6.8% | -13.8% | 3.1% | ·
CCn1nnnc1SCC(=O)N1c2ccccc2Sc2ccccc21 | 17.6 | 1.7% | ? | 43.3% | 4.6% | -11.7% | 8.7
CCCCC(=O)NC(NC(=S)N1CCOCC1)C(Cl)(Cl)Cl (stereo unspecified) | -30.8 | -0.3% | 8.28µM* | · | 1.6% | -5.2% | -6.6
COC(=O)CSc1nnc([C@H](Cc2ccccc2)NC(=O)OC(C)(C)C)o1 | -9.0 | 2.2% | ? | -21.6% | -7.9% | 14.9% | 8.6
COCCn1c(=O)[nH]c2cc(C(=O)Nc3nnc(C)s3)ccc21 | -8.4 | 0.9% | 95.7%[activator] | 24.9% | -2.5% | 14.1% | -2.1
O=C(NCc1cccnc1)NC1CC(=O)N(c2ccc3c(c2)OCCO3)C1 (stereo unspecified) | -3.6 | 0.1% | 3.6% | ? | -3.4% | 13.5% | -2.2

Continued; the last 2 above are carried over.
molecule | Shiga toxin inh | LmPK inhibitor | Pf growth 48h | Pf growth 96h | TbPYK inhibitor | HCV inh | CHX counter
COCCn1c(=O)[nH]c2cc(C(=O)Nc3nnc(C)s3)ccc21 | -8.4 | 0.9% | 95.7%[activator] | 24.9% | -2.5% | 14.1% | -2.1
O=C(NCc1cccnc1)NC1CC(=O)N(c2ccc3c(c2)OCCO3)C1 (stereo unspecified) | -3.6 | 0.1% | 3.6% | ? | -3.4% | 13.5% | -2.2
Oc1ccccc1/C=N/NC(=S)NC1CC2CCC1C2 (stereo unspecified) | 44.9* | 5.5% | 3.7µM* | 1.31µM* | -7.4% | ? | 32.0*
Cc1ccc(NS(C)(=O)=O)c(C(=O)c2ccccc2)c1 | -25.8 | -2.2% | · | 44.3%[activator] | 10.3% | 8.2% | 1.0
Cc1ccc(NC(=O)C2CC(=O)Nc3nncn32)cc1 (stereo unspecified) | -2.3 | -6.6% | -3.1% | 23.4% | 5.5% | -5.3% | 3.8
O=c1[nH]cc(C(F)(F)F)cc1NS(=O)(=O)c1ccc([N+](=O)[O-])cc1 | 13.8 | 10.6% | -25.6% | -16.4% | 3.6% | 21.9% | -1.3
CCCCC1(CCCC)C(=O)NC(=Nc2cccc(C)c2)NC1=O | 25.3 | 3.4% | ? | ? | -0.7% | ? | 5.1
CC(=O)OC1c2ccccc2C(=O)N1Cc1ccccc1 (stereo unspecified) | -14.8 | 3.1% | · | ? | -2.1% | 12.1% | -4.6
CCCCNC(=O)C1CCN(Cc2ccc(OCc3ccccc3)cc2)CC1 | 62.7* | -1.2% | 5.6% | ? | 2.2% | ? | 25.9*
COc1cc(/C=C2\SC(=S)N(c3cccnc3)C2=O)ccc1O | -9.2 | 1.5% | 2.9% | 32.8%[activator] | -4.0% | -10.2% | -1.0
O=C(Nc1cnc2ccccc2c1)N1CCCCC1 | 81.7* | -13.8% | 434.8%[activator] | -24.9% | -3.6% | 9.3% | 50.7*
COc1ccc(-c2csc(NC(=O)CSc3nnnn3C)n2)cc1OC | · | · | ? | -3.5% | -1.0% | ? | ·
CCOc1ccc(-c2cc(CCCC(=O)NCCc3ccc(OC)c(OC)c3OC)no2)cc1 | 7.0 | 2.9% | ? | 31.2%[activator] | -4.0% | ? | 9.6
Cc1nc(SCC(=O)Nc2c(C)n(C)n(-c3ccccc3)c2=O)n[nH]1 | -2.6 | 1.2% | 8.0% | 7.3% | -0.2% | 11.4% | -1.2
COc1cc2c(cc1OC)CN(c1nc(CN3CCCCC3)nc3sc4c(c13)CCCC4)CC2 | -4.7 | -5.8% | 3.29µM* | 1.85µM* | -3.9% | 22.4µM* | -4.1
COC(=O)C1=C(CN2CCCc3ccccc32)NC(=O)NC1c1ccc(F)cc1 (stereo unspecified) | 101.4* | 2.0% | 93.9%[activator] | -9.9% | 1.7% | ? | 20.5
CN(c1ccc(F)cc1)S(=O)(=O)c1ccc(Cl)c(C(=O)Nc2ccc3c(c2)CCC3)c1 | 17.7 | -1.5% | -21.6% | ? | 2.7% | ? | -0.6
Cc1ccc(C)c(N2N=C(C(=O)N(CC(C)C)c3c(N)n(Cc4ccccc4)c(=O)[nH]c3=O)CCC2=O)c1 | -12.6 | 1.4% | 13.1µM* | 7.38µM* | 0.1% | -6.6% | 1.2
C/C(CC(=O)Nc1ccccc1C)=N\NC(=O)Cc1csc(N)n1 | 62.4* | -3.6% | 10.2% | -3.6% | -8.4% | -6.4% | 40.6*
CN(C)c1ccnc(Oc2ccc(F)cc2)c1C#N | 2.8 | -2.0% | 36.8%[activator] | 60.5%[activator] | -8.1% | -5.4% | 1.0
COCC1CCCN(C(=O)c2ccc3oc(C(C)C)nc3c2)C1 (stereo unspecified) | 13.8 | 1.3% | -15.2% | -11.9% | 0.6% | 9.3% | 12.4
CCN(CC)S(=O)(=O)c1ccc(C(=O)Nc2cc3oc4ccccc4c3cc2OC)cc1 | -5.0 | 1.4% | -13.3% | ? | 0.1% | 0.5% | 1.7
O=C(O)CCCN1C(=O)/C(=C\c2ccc(-c3nc4ccccc4s3)o2)SC1=S | 6.6 | 7.9% | ? | ? | 0.1% | -12.7% | 1.4
O=C(c1ccccc1)N1CCN(C(=O)C2CC2)CC1 | -7.8 | 1.8% | 8.7% | 19.4% | -4.9% | 28.0% | -5.2
CS(=O)(=O)c1ccc(Cl)c(NC(=O)C2CCCN(C(=O)c3ccc(Cl)cc3)C2)c1 (stereo unspecified) | · | · | ? | -28.0% | 1.6% | ? | ·
Cn1c(=O)c2ncn(CC(=O)Nc3ccc4c5c(cccc35)CC4)c2n(C)c1=O | -5.9 | 0.5% | -7.3% | · | 32.3%[activator] | -3.8% | -1.2
c1ccc2c(c1)Sc1ccccc1N2CCN1CCCC1 | · | · | 16.9µM* | 15.1µM* | -6.9% | · | ·
Cc1c(C(=O)OC/C(O)=C(\C#N)c2nc3ccccc3[nH]2)oc2ccccc12 | -7.6 | 0.3% | 18.7% | 19.0% | -23.2% | -24.6% | 8.0
CCOC(=O)c1c(NC(=O)COc2ccccc2F)sc2c1CC(C)(C)NC2(C)C | · | · | 11.7µM* | ? | 1.0% | ? | ·
CCCCn1c(N)c(N(Cc2ccccc2OC)C(=O)c2sccc2C)c(=O)[nH]c1=O | · | · | -12.9% | -13.3% | -4.6% | -0.4%[8.37 µM] | ·
O=C(NCCN=C1NS(=O)(=O)c2ccccc21)c1ccco1 | -5.3 | -0.7% | · | 3.4% | 3.3% | 23.9% | -1.4
CC(=O)C1=C(O)C(=O)N(Cc2ccco2)C1c1ccc(F)cc1 (stereo unspecified) | 6.8 | 0.5% | 35.4%[activator] | -23.5% | 3.0% | 8.0% | 2.0

As a short view, part of the list above.
molecule | Shiga toxin inh | LmPK inhibitor | Pf growth 48h | Pf growth 96h | TbPYK inhibitor | HCV inh | CHX counter
O=C(NCc1cccnc1)NC1CC(=O)N(c2ccc3c(c2)OCCO3)C1 (stereo unspecified) | -3.6 | 0.1% | 3.6% | ? | -3.4% | 13.5% | -2.2
Oc1ccccc1/C=N/NC(=S)NC1CC2CCC1C2 (stereo unspecified) | 44.9* | 5.5% | 3.7µM* | 1.31µM* | -7.4% | ? | 32.0*
Cc1ccc(NS(C)(=O)=O)c(C(=O)c2ccccc2)c1 | -25.8 | -2.2% | · | 44.3%[activator] | 10.3% | 8.2% | 1.0
Cc1ccc(NC(=O)C2CC(=O)Nc3nncn32)cc1 (stereo unspecified) | -2.3 | -6.6% | -3.1% | 23.4% | 5.5% | -5.3% | 3.8
O=c1[nH]cc(C(F)(F)F)cc1NS(=O)(=O)c1ccc([N+](=O)[O-])cc1 | 13.8 | 10.6% | -25.6% | -16.4% | 3.6% | 21.9% | -1.3
CCCCC1(CCCC)C(=O)NC(=Nc2cccc(C)c2)NC1=O | 25.3 | 3.4% | ? | ? | -0.7% | ? | 5.1

Next part.
molecule | Shiga toxin inh | LmPK inhibitor | Pf growth 48h | Pf growth 96h | TbPYK inhibitor | HCV inh | CHX counter
CCNS(=O)(=O)c1ccc(Br)c(C(=O)OC(C)C(=O)NCC2CCCCC2)c1 (stereo unspecified) | · | · | 19.1% | -14.6% | -0.1% | ? | ·
N#Cc1ccc(COC(=O)c2ccc(N3CCCC3)c([N+](=O)[O-])c2)cc1 | -5.3 | 0.6% | 12.4% | ? | 2.4% | ? | -2.2
COc1ccc(C(=O)NC(=S)Nc2ccccc2N2CCOCC2)cc1[N+](=O)[O-] | -2.5 | 2.0% | ? | -14.9% | -0.9% | 1.8% | -1.0
CCOc1ccc(N2CC(C(=O)NCc3ccccc3)CC2=O)cc1 (stereo unspecified) | -7.2 | -0.9% | 7.3% | -42.5% | 0.9% | -10.0% | -1.7
O=C1OCCN1C(=O)[C@H]1[C@H](c2ccc([N+](=O)[O-])cc2)C(c2ccc(F)cc2)=NN1c1ccc(Br)cc1 | i | · | · | · | 0.7% | -56.2% | 17.7
O=C(O)c1ccccc1NC(=S)NC(NC(=O)c1ccccc1[N+](=O)[O-])C(Cl)(Cl)Cl (stereo unspecified) | -5.1 | 0.7% | -18.3% | 13.1µM* | -12.4% | 15.9% | -3.8
O=C(O)C1CCCNC1 (stereo unspecified) | 12.4 | 2.1% | -5.4% | 7.3% | 1.8% | 17.5% | -5.2
Cc1nnc(SCCC(=O)Nc2ccccc2Cl)o1 | 5.4 | -1.1% | 7.1% | 1.8% | 5.3% | 25.3% | -1.6
CC1=C(C(=O)Nc2cccc(C(=O)NC(C)C)c2)SCCO1 | -3.4 | 1.4% | 4.3% | 7.9% | 0.2% | -9.8% | -1.4
